# Compound activity: PubChem BioAssay, several laboratories
# dFosB act: activators of delta FosB homodimer, primary screen, biochemical, fluorescence polarization, TAMRA-CDK5 oligo, single point; Protein FosB (Mus musculus), P13346; purified delta FosB; percent of positive-control signal above neutral wells; activation, % at 25 µM; 340,000 compounds, 0.99% hits; AID 493131, 2011;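 active = mean activation above about 17%, with every replicate also reaching it, limit read from the data, passing the limit was not always enough; inconclusive = only one of the two conditions met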;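 also: fluorescence polarization rise as delta FosB binds a TAMRA Cdk5 AP-1 oligo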
# PvdQ acylase: P. aeruginosa PvdQ acylase inhibitors, primary screen, biochemical, fluorescence, plate reader and imaging, single point. purified PvdQ acylase. inhibition, % at 10 µM. 340,000 compounds, 0.063% hits. AID 488965, 2010; in the data active = inhibition above about 30%, passing the limit was not always enough; inconclusive = no clear call, values can overlap the other calls;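 also: 0% = vehicle neutral wells and 100% = reference inhibitor wells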
# V-ATPase pH: regulators of yeast V-ATPase proton pumping, primary screen, pHLuorin cytosolic pH fluorescence. response, % at 10 µM. 350,000 compounds, 0.37% hits. S. cerevisiae. AID 504577, 2011; in the data active = response mostly above about 7.3%, no sharp cut-off; inactive = mostly below about 5.4%; also: actives read high; inactives centre near 0; some compounds called inactive have numbers as strong as hits; reference of the scale not given here
# HTR5A inv ag: HTR5A inverse agonists in luminescence cell assay, primary screen, counter-screen for OPRM1-OPRD1 heterodimer inverse agonist project, full-deck HTS | HTR5A cell line, inverse agonism | 340,000 compounds, 0.083% hits | inhibition, % at 9.3 µM | AID 504634, 2011; in the data active = inhibition mostly above about 23%, no sharp cut-off; inactive = mostly below about 18%;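 also: 0% = cells with DMSO and 100% = no-cell wells with DMSO; some compounds called inactive have numbers as strong as hits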
# HTR5A ag: HTR5A agonists in luminescence cell assay, primary screen, counter-screen for OPRM1-OPRD1 heterodimer agonist project, full-deck HTS; 340,000 compounds, 0.61% hits; cell-based; AID 504692, 2011; activation, % at 9.3 µM; in the data active = activation mostly above about 9.5%, no sharp cut-off; inactive = mostly below about 7.6%;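 also: 0% = cells with vehicle only and 100% = reference agonist; strong numbers were not always called active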
# SR-BI HDL uptake: inhibitors of SR-BI mediated HDL lipid uptake, primary screen, ldlA[mSR-BI] cells, fluorescence, single point. ldlA[mSR-BI] CHO cells, DiI-HDL uptake fluorescence, 3 h. 320,000 compounds, 0.96% hits. AID 488896, 2010. inhibition, % at 12.5 µM;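 active = mean replicate inhibition of at least 70% and a set share of replicates each scoring 70 or more; inconclusive = meets just one of the two criteria; inactive = fails both criteria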;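 also: 0% = median of neutral control wells and 100% = median of positive control wells; values of inactives mirror those of a sister screen read the other way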
# Target sequence (Q61009 whole entry, looked up): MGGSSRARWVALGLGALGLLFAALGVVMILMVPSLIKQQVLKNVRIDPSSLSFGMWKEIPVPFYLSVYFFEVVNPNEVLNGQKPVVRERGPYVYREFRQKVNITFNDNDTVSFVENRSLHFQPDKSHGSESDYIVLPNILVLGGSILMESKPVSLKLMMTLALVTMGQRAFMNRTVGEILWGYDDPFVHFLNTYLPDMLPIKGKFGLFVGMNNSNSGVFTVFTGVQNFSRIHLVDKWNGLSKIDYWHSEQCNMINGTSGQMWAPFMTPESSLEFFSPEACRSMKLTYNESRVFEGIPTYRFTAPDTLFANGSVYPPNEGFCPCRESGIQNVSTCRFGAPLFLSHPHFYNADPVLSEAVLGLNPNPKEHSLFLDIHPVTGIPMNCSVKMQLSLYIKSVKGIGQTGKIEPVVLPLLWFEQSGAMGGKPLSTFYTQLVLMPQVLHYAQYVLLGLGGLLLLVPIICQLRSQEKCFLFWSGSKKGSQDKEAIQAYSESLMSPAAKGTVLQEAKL
# NSD2 HMT inh: NSD2 histone methyltransferase inhibitors, primary screen, biochemical, AlphaScreen, single concentration, set 2; inhibition, % at 12.5 µM; Histone-lysine N-methyltransferase NSD2 (Homo sapiens), O96028; 310,000 compounds, 0.54% hits; NSD2 peptide methylation, 120 min; in the data active = inhibition above about 50%
# CDK5 p35 inh: inhibitors of human CDK5/p35 kinase, primary screen, biochemical, single concentration; Cyclin-dependent kinase 5 (Homo sapiens) + Cyclin-dependent kinase 5 activator 1 (Homo …; Recombinant CDK5/p35, ADP-Glo luminescence, 60 min; inhibition, % at 10 µM; 330,000 compounds, 0.01% hits;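 active = highest replicate inhibition of at least 50% and at least 75% of replicates reaching 50%; inconclusive = only one of the two criteria met; inactive = both criteria failed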;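 also: plate controls were DMSO neutral control for no effect and GW8510 at 10 µM for full effect; many of its hits are not listed in these tables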
# Target sequence (Q00535 whole entry, looked up): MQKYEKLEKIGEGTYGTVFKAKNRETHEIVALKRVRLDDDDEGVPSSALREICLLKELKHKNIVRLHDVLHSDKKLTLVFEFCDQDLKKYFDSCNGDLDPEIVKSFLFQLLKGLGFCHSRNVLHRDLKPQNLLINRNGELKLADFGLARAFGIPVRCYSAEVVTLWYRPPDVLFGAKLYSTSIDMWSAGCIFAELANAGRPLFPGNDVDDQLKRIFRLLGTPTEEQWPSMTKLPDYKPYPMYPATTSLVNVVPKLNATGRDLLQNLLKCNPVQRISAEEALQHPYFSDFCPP
# Target sequence (Q15078 whole entry, looked up): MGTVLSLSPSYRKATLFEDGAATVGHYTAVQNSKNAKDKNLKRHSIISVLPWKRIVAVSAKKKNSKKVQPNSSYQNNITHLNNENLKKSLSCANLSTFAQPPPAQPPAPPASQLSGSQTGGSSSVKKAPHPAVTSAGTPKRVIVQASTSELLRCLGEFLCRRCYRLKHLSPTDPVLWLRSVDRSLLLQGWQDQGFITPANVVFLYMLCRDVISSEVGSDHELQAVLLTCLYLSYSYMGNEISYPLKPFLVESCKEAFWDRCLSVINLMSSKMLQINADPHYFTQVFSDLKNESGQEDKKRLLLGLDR
# MITF TRPM1 HTS: activators of MITF-driven TRPM1 promoter reporter, primary screen, cell-based, SK-MEL-5, luciferase, single point; SK-MEL-5 TRPM1-promoter luciferase, 24 h; % of positive control, neutral wells = 0; AID 588334, 2011; activation, % at 12.5 µM; 300,000 compounds, 0.75% hits;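 active = mean activation of at least 80% with every replicate also reaching 80%; inconclusive = mean reaches 80% but some replicate falls short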;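 also: 0% = neutral control wells and 100% = parthenolide positive control wells; values of inactives mirror those of a sister screen read the other way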
# Wnt act: Wnt/beta-catenin pathway activators, primary screen, cell-based, plate reader, single point. Wnt/beta-catenin reporter cell assay, activator. AID 743398, 2014. 300,000 compounds, 1.2% hits. activation, % at 9.35 µM; in the data active = activation above about 30%, passing the limit was not always enough; inconclusive = no clear call, values can overlap the other calls;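 also: 0% = neutral control wells and 100% = positive control wells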
# The depositor's hits bear a star; ? = inconclusive; nt = not tested or not shown.
SMILES,dFosB act,PvdQ acylase,V-ATPase pH,HTR5A inv ag,HTR5A ag,SR-BI HDL uptake,NSD2 HMT inh,CDK5 p35 inh,MITF TRPM1 HTS,Wnt act
O=C(NCc1cccc(Cl)c1)c1ccc2c(c1)OCCO2,-6,-12,-5,-9,3,0,-7,-0.6,7,3
Cc1cccc(NC(=O)c2ccc(C(=O)c3ccccc3)o2)c1,-5,9,-11,-68,-2,-24,-4,2.1,66,28
Cc1ccc(CON=C2CCN(c3ncc(C(F)(F)F)cc3Cl)CC2)cc1,-2,-8,0,-16,6,5,-7,-0.9,nt,-2
CSc1nc2c(cc1C#N)CCC2,5,-7,0,14,-6,-3,-2,-0.7,0,3
COc1ccc(OC)c(NC(=O)c2ccc(NC3=NC4CS(=O)(=O)CC4S3)cc2)c1 (stereo not drawn),-7,-8,-1,0,-2,11,nt,2.1,nt,2
Cc1ccccc1CSCC(=O)Nc1c(C)n(C)n(-c2ccccc2)c1=O,0,-6,6,-22,-1,-5,2,1.7,2,1
Cc1csc(=O)n1CC(=O)OCC(=O)c1c(N)n(C)c(=O)n(C)c1=O,2,-12,1,-20,8,-3,-1,1.6,-6,-1
O=c1ccc(-c2ccccc2)nn1Cc1ccc(Cl)cc1,-4,-3,1,-12,3,4,0,-2.7,nt,2
CC(C)(C)c1cc(NC(=O)c2ccc(OC3CCCC3)cc2)no1,2,-4,-1,-8,1,20,2,0.2,36,-2
CC1CCCN(C(=O)Cn2c(-c3nonc3N)nc3ccccc32)C1 (stereo not drawn),-9,-12,0,nt,nt,-14,0,-2.3,-5,3
Cc1ccc(C(C(=O)NCc2ccccc2)N(Cc2cccs2)C(=O)c2ccc3c(c2)OCCO3)cc1 (stereo not drawn),-6,6,3,-10,4,28,-2,0.6,-5,-1
O=C(Nc1ccc2nc(SCc3ccc(Cl)cc3)sc2c1)c1ccccc1C(=O)N1CCOCC1,-13,-21,-2,-51,21*,34,-3,-1.0,-2,nt
Cc1cccc(/C=N/NC(=O)CN2CCCCCCC2)c1,1,17,2,-16,4,-23,0,-0.6,-10,0
Nc1ncnc2c1ncn2[C@@H]1O[C@H](CNC(=O)[C@@H](N)CO)[C@@H](O)[C@H]1O,3,-6,-1,-13,4,-11,nt,1.8,-3,-1
CCN(C(=O)CSc1nnc(CNc2cccc(OC)c2)n1C1CCCCC1)C1CCS(=O)(=O)C1 (stereo not drawn),-7,-20,2,-13,5,3,5,-1.6,9,-2
c1ccc(-c2nc3ccccc3[nH]2)cc1,-6,-7,0,-12,3,14,nt,1.6,86*,61*
O=S(=O)(Nc1nccs1)c1ccc(Br)cc1,0,3,-1,9,-3,-7,-1,-0.2,6,-2
CN1C(=O)/C(=C\C(=O)c2cccs2)c2ccccc21,-7,-13,1,16,-6,1,-8,-0.2,-52,3
COc1ccc(NS(=O)(=O)c2cccc(C(=O)N3CCN(S(=O)(=O)c4ccccc4)CC3)c2)cc1,-5,-2,0,12,-5,-31,0,2.1,-7,-2
COC(=O)CCC(=O)N1CCCC(N2CCN(c3cccc(C(F)(F)F)c3)CC2)C1 (stereo not drawn),-1,-16,0,3,-1,17,-2,0.3,-4,0
CCOC(=O)c1sc(NC(C)=O)nc1C,-2,5,8,-18,4,-2,1,10,4,-2
O=C(NCCC1CCCCN1S(=O)(=O)c1ccccc1)C(=O)Nc1ccc(F)cc1 (stereo not drawn),-1,1,-3,10,-3,21,2,-0.9,15,-1
CCN(C(=O)CSc1nnnn1C)C1CCS(=O)(=O)C1 (stereo not drawn),-5,-5,9,-29,5,-22,-2,0.2,7,1
COc1cccc(CC(=O)OC(C)C(=O)NCc2ccc3c(c2)OCO3)c1 (stereo not drawn),-2,-12,-2,12,-4,5,-1,0.5,8,2
O=C(N/N=C/c1ccc(F)cc1)c1cccc(NC(=O)c2ccccc2Cl)c1,-20,-15,6,11,-4,61,-4,-0.7,24,3
Brc1ccccc1-n1nnc(-c2cnc3ccccc3c2)n1,-2,1,-8,10,-4,36,nt,-3.3,44,43*
O=C(NCC1CCCO1)c1ccc(COc2ccccc2)o1 (stereo not drawn),5,1,0,-1,1,-9,0,0.3,5,-1
CN(C(=O)COC(=O)CSc1ccc(C(N)=O)cc1[N+](=O)[O-])C1CCS(=O)(=O)C1 (stereo not drawn),-4,3,-2,2,-1,-36,-1,0.2,-3,1
O=C(CC1Sc2ccccc2NC1=O)c1ccc(Br)cc1 (stereo not drawn),-2,-7,-1,3,-5,-4,-1,0.5,?,5
O=C(NC(Cc1ccc(F)cc1)C(=O)O)c1ccccc1 (stereo not drawn),-3,-6,-1,-5,-2,nt,-2,-1.0,-7,nt

# 2 records drawn at random from the list so far, as already listed:
SMILES,dFosB act,PvdQ acylase,V-ATPase pH,HTR5A inv ag,HTR5A ag,SR-BI HDL uptake,NSD2 HMT inh,CDK5 p35 inh,MITF TRPM1 HTS,Wnt act
Brc1ccccc1-n1nnc(-c2cnc3ccccc3c2)n1,-2,1,-8,10,-4,36,nt,-3.3,44,43*
O=C(NC(Cc1ccc(F)cc1)C(=O)O)c1ccccc1 (stereo not drawn),-3,-6,-1,-5,-2,nt,-2,-1.0,-7,nt

# (cont.)
SMILES,dFosB act,PvdQ acylase,V-ATPase pH,HTR5A inv ag,HTR5A ag,SR-BI HDL uptake,NSD2 HMT inh,CDK5 p35 inh,MITF TRPM1 HTS,Wnt act
Cn1cc(C(=O)NC2CCCCC2)c(=O)c2cc(S(=O)(=O)N3CCCC3)ccc21,-10,-11,-6,6,-2,6,-1,1.1,nt,nt
CC1(C)Cc2c(sc(NC(=O)C(=O)N3CCOCC3)c2C(N)=O)CO1,-4,-5,1,12,-2,-25,-16,nt,5,16
COc1ccc(C(=O)NNC(=O)C2CCCO2)cc1 (stereo not drawn),6,-12,-4,-29,0,nt,0,0.8,-2,-1
COc1ccc(CC(=O)NNC(=O)c2cc(C)[nH]n2)cc1,-4,19,2,-12,3,-6,-1,-1.6,1,-1
C[C@H](CO)N1C[C@H](C)[C@@H](CN(C)Cc2ccc(C(=O)O)cc2)Oc2ccc(NS(C)(=O)=O)cc2C1=O,-9,13,-2,-15,5,1,nt,-0.7,nt,-2
COc1ccccc1CNC(=O)C1CCN(S(=O)(=O)c2ccc3c(c2)NC(=O)CO3)CC1,-12,-23,-3,7,-1,7,-6,3.1,9,-2
CCOC(=O)c1cnn(CCOC(=O)c2ccc(F)cc2)c1NC(=O)c1ccc(F)cc1,0,6,-3,-1,0,3,-1,0.2,12,0
Nn1c(SCC(=O)Nc2ccc(N3CCOCC3)cc2)nnc1-c1cccc(F)c1,2,-14,-1,1,7,-4,0,-9.4,24,13
O=C(CN(C(=O)CNC(=O)c1cccs1)c1cccc(F)c1)NC1CCCC1,-1,-1,2,-11,4,nt,nt,-0.2,nt,1
O=C(Nc1ccccc1Cl)N1CCCN(c2nc(-c3ccccc3)ns2)CC1,-11,2,-2,10,-1,10,-4,0.9,-10,-6
COC(=O)CNC(=O)c1ccccc1,-2,-10,0,-9,0,-18,nt,0.5,8,-1
C[C@H]1CN=C2N(CCNC(=O)CCC3CCCCC3)[C@H](Cc3ccc(O)cc3)CN21,-7,-9,3,14,-5,-4,nt,1.4,-1,-2
COc1ccc(Cl)cc1NC(=O)CCN1CCOCC1,4,4,0,0,0,nt,-2,0.9,4,0
CCOC(=O)c1ccc(N2C(=O)C3ON(c4ccccc4)C(c4ccco4)C3C2=O)cc1 (stereo not drawn),-5,-7,1,0,0,-14,nt,-1.6,nt,nt
Nc1nc(SCC(=O)Nc2ccccc2Sc2ccccc2)n[nH]1,-1,0,0,8,-2,4,0,-0.5,-9,2
CC(Sc1nnc(-c2cccnc2)n1-c1ccccc1)C(=O)NCc1ccc2c(c1)OCO2 (stereo not drawn),2,-10,1,-21,4,-18,-3,1.0,25,3
O=C(Nc1ccc2nc3n(c(=O)c2c1)CCCCC3)c1ccccc1[N+](=O)[O-],-6,4,2,10,-5,44,-1,0.3,12,5
CCOc1cc(/C=N/NC(=O)c2nn(C)cc2Br)ccc1OCc1ccccc1,10,-5,3,9,2,54,-1,0.5,-4,nt
CCc1nc2ccccc2c(C(=O)Oc2ccc(C(=O)OC)cc2)c1C,-5,10,-2,15,-6,-17,-4,-2.5,-1,-3
CCO[C@H]1c2c(ccc3ccc(=O)oc23)OC(C)(C)[C@H]1O,4,-13,9,-10,4,-15,nt,-0.4,-1,-1
NC(=S)Cc1nc(-c2ccc(Cl)cc2)cs1,-7,-13,0,-3,4,24,1,2.0,23,-1
COc1ccccc1NC(=O)CSc1nnc(Cc2ccccc2)o1,-5,8,1,10,0,-26,-1,2.5,-7,-1
O=C(O)/C=C/C(=O)N1CCN(c2ccccc2F)CC1,-2,11,-1,16,-2,-17,1,-0.7,-7,8
Cc1ccc(Cl)cc1N1CCN(C(=O)Cc2c(C(=O)O)[nH]c3ccccc23)CC1,-6,-9,-3,-8,-1,-19,4,1.1,-14,-3
CCOC(=O)C1CCN(Cc2ccccc2C(F)(F)F)CC1,2,-10,4,12,6,16,-3,-1.4,-1,nt
COc1ccc(C(C(=O)NCC2CCCO2)N(Cc2ccccc2)C(=O)c2snc(C(N)=O)c2N)cc1OC (stereo not drawn),-5,8,-1,-7,1,5,-1,-1.5,10,-2
CC1(C)CC(=O)C2=C(C1)NC1=C(C(=O)c3ccccc31)C2c1ccc(O)cc1 (stereo not drawn),-5,-7,-1,17,-5,-28,6,1.3,6,-4
COc1ccccc1NC(=S)NNC(=O)c1ccncc1,1,21,4,-4,1,-18,0,0.7,-4,3
O=C1CSC(c2ccc(Cl)cc2)N1Nc1nc(N2CCOCC2)nc(N2CCOCC2)n1 (stereo not drawn),-8,-6,-2,-12,4,-13,1,-1.4,-6,-7
COc1cccc(CNS(=O)(=O)c2c(C)nc3sccn3c2=O)c1,0,-10,2,-16,5,-18,nt,3.1,-1,-4
CC(CNc1ccc([N+](=O)[O-])cc1)NC(=O)c1ccccc1Br (stereo not drawn),-8,2,2,-22,-5,2,3,-1.0,0,7
CC(=O)c1ccc(NC(=O)c2cc(C)nc3ccccc23)cc1,0,-12,-1,9,-2,33,-1,-2.1,54,5
CCOC(=O)C1C(C)=CC(=O)CC1c1ccco1 (stereo not drawn),-7,-20,-1,-20,7,6,5,1.3,-7,-3
Fc1ccc(COc2ccc(-c3nnco3)cc2)c(Cl)c1,-2,6,-3,7,-3,2,2,0.8,30,11
O=C(Nc1ccc(S(=O)(=O)N2CCOCC2)cc1)c1cccs1,-11,-12,-1,-20,1,-16,-1,-1.4,nt,nt
CCOC(=O)c1cc(C#N)c(N2CCN(C)CC2)nc1-c1ccccc1,-7,-4,1,-3,1,3,3,-1.8,-6,-1
CCOc1ccccc1NC(=O)Cn1nnc(C(=O)NCCc2ccc(OC)c(OC)c2)c1N,-2,-23,0,-22,2,?,-3,0.8,-4,1
